# Pf growth 48h – Primary qHTS for delayed death inhibitors of the malarial parasite plastid, 48 hour incubation. P. falciparum luciferase growth in erythrocytes, 48 h. Potency, µM (titrated, usually from 28.7 µM), for the others: at the top dose activity change, negative = inhibition, hits mostly inhibitors. actives 5.9% (n = 310,000). AID 504832, 2011; further: potency means the concentration at half of the fitted maximal effect; on the % scale 0 is the no-effect control and ±100 the full control effect
#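 Parasite viability was followed by luminescence of a genomically integrated firefly luciferase. Cultures held 0.1% parasitemia at 2% hematocrit (final), incubated under 5% CO2 at 37 C.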
# Pf growth 96h – Primary qHTS for delayed death inhibitors of the malarial parasite plastid, 96 hour incubation; actives 6.9% (n = 320,000); P. falciparum luciferase reporter growth, 96 h; AID 504834, 2011; Potency, µM (doses to about 28.7 µM), for the others: at the top dose activity change, negative = inhibition, most hits filed as inhibitors; further: potency means the concentration at half of the fitted maximal effect; on the % scale 0 is the no-effect control and ±100 the full control effect
#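 Luminescence readout: decreased luciferase signal marks inhibited growth of reporter-expressing P. falciparum in infected red cells (2% hematocrit, 0.05% parasitemia final), exposed to compound two generations (96 h, 37 C, 5% CO2).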
# Tb PYK inh – qHTS of Trypanosoma Brucei Inhibitors; actives 0.12% (n = 410,000); Potency, µM (titrated, usually from 76.8 µM), for inactives: top-dose activity, negative = inhibition, actives largely listed as inhibitors; AID 624173, 2012; TbPYK enzyme, Kinase-Glo Plus ATP luminescence, 45 min; further: potency means the concentration at half of the fitted maximal effect; on the % scale 0 is the no-effect control and ±100 the full control effect; nearly all actives have a fitted effect of over 50% in size
#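 ADP (130 uM final) triggers the TbPYK reaction after compound addition; incubation is 45 min at room temperature. Kinase-Glo Plus is then added and luminescence imaged. Normalized data are fitted to concentration-effect curves.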
# CHX counter – Cycloheximide Counterscreen for Small Molecule Inhibitors of Shiga Toxin | cell reporter, cycloheximide protein synthesis inhibition counterscreen | max response, % | actives 12% (n = 300,000); in the data active means max response mostly above about 13%, no sharp cut-off; inactive means mostly below about 14%; further: read at 38.3 µM for the half of the compounds with a filed dose; 0% is about no effect
# Shiga inhibitor – A qHTS for Small Molecule Inhibitors of Shiga Toxin | Vero cells, Shiga toxin protein synthesis inhibition reporter | inhibition, % at 38.7 µM | actives 9.2% (n = 290,000); in the data active means inhibition mostly above about 28%, no sharp cut-off; inactive means mostly below about 43%; further: 0% is about no effect
# LmPK inhibitor – qHTS Assay for Inhibitors of Leishmania Mexicana Pyruvate Kinase (LmPK). Potency, µM (series often up to 57.5 µM), for inactives: at the top dose activity change, negative = inhibition, most hits filed as inhibitors. actives 0.37% (n = 290,000). purified LmPK, Kinase-Glo ATP luminescence, 1 h. AID 1721, 2009. Q27686; further: potency means the concentration at half of the fitted maximal effect; on the % scale 0 is the no-effect control and ±100 the full control effect
# Target sequence (Q27686 whole entry, looked up): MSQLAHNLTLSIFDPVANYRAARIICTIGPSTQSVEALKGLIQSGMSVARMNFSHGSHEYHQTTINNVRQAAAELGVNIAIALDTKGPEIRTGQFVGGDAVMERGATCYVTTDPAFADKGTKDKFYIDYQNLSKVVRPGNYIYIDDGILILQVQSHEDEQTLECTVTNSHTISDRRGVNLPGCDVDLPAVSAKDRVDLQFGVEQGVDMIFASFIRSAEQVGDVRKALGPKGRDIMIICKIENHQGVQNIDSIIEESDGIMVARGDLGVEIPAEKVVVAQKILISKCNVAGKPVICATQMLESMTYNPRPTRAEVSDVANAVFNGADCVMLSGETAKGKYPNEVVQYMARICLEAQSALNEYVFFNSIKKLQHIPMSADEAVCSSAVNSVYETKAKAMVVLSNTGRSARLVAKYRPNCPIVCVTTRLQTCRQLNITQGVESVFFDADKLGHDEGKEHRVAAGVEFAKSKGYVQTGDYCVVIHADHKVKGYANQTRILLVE
#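 In 50 mM imidazole pH 7.2 with 7 mM MgCl2, LmPK (0.1 nM) turned over PEP (0.5 mM) and ADP (0.1 mM) for 1 h at room temperature. Luciferase read-out of ATP.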
# HCV inh – qHTS Assay for Inhibitors of Hepatitis C Virus (HCV); Huh7.5.1 HCVcc-Cre infection, luciferase reporter, 44 h; Potency, µM (top dose mostly 41.8 µM), for inactives: top-dose activity change, negative = inhibition, hits mostly inhibitors; actives 3.4% (n = 340,000); AID 651820, 2012; further: potency means the concentration at half of the fitted maximal effect; on the % scale 0 is the no-effect control and ±100 the full control effect
#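 Cells seeded at 1,000/well and cultured 4 h, then compounds added followed by HCVcc-Cre virus (~0.5 moi). After 44 h further culture, luciferase substrate was added, plates held 15 min at room temperature, and luminescence read for 15 sec.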
# The depositor's hits bear a star; ? = inconclusive; · = not tested or not shown; ! = not active in a repeat; [ ] = another dose, or the depositor's remark. Unless noted, the call rests on the fitted dose curve; in most records, active means well fitted curve in the direction sought with a large enough effect; inconclusive means small, poorly fitted or top-dose-only effect, or another doubt; inactive means no such curve, though single readings can be large; an effect the other way counts as inactive or inconclusive.
structure | Pf growth 48h | Pf growth 96h | Tb PYK inh | CHX counter | Shiga inhibitor | LmPK inhibitor | HCV inh
O=C(O)c1ccc(-n2nnnc2SCc2ccccc2Br)cc1 | 33%[activator] | 21% | 4% | -2 | 18 | -2% | 20%
CCOc1ccc(C(=O)NC2CCN(C(=S)NCc3ccco3)CC2)cc1 | 1% | 7% | 7% | -1 | -7 | 2% | ?
Cc1cccc(OCCN2C(=O)C(=O)c3cccc(C)c32)c1 | -16% | 9% | 0% | -1 | -8 | 4% | 31%[activator]
COc1ccc(-c2csc(NC(=O)CCNC(=O)c3ccco3)n2)cc1OC | 12µM* | ? | 0% | · | · | · | ?
O=C(NNc1ncnc2ccccc12)c1cccc(Cl)c1 | 65%[activator] | 60%[activator] | 1% | 31* | 52* | -2% | -2%
Cc1oc2ccc(OC(=O)N3CCOCC3)cc2c1C(=O)OC(C)C | -6% | 50%[activator] | 1% | -6 | -4 | 1% | -20%
O=C(NCc1ccco1)c1cnc2n(c1=O)CCS2 | 15% | -4% | 2% | 0 | 10 | -1% | 1%
N#Cc1c(NC(=O)CCn2cnc3ccccc3c2=O)oc(-c2ccccc2)c1-c1ccccc1 | ? | -8% | -8% | -2 | -6 | 0% | 10µM*!
O=C(c1ccccc1[N+](=O)[O-])N1CCCN(C(=O)c2ccccc2[N+](=O)[O-])CC1 | -9% | 29% | -5% | -4 | -7 | 6% | 13%
CCCN(CC(=O)Nc1ccccc1C)C(=O)COC(=O)CSc1ccc([N+](=O)[O-])cc1 | ? | 20% | -16% | · | · | · | 6%
O=C(O)CNC(=O)c1ccc(NC(=O)/C(=C/c2ccccc2)NC(=O)c2ccccc2Br)cc1 | -27% | 2% | 0% | 0 | -15 | 0% | 9%
O=C(NC1CCS(=O)(=O)C1)C1C2CC3CC(C2)CC1C3 (configuration not stated) | 14% | -16% | 7% | 8 | -8 | -7% | 3%
Cc1nn(C)c(Cl)c1CN1CCCC(CO)(Cc2cccc(Cl)c2)C1 (configuration not stated) | ? | 14% | 0% | 9 | -17 | 6% | -26%
CC(NC(=O)Nc1ccccc1)C(c1ccccc1)N1CCOCC1 (configuration not stated) | 2% | -1% | -3% | 2 | 18 | 0% | 5%
CCOc1cc(C)c(Cl)cc1S(=O)(=O)NCCOC | 10% | 14% | -10% | -3 | 15 | 0% | 14%
CN(c1ccccc1)C1CCCCC1NS(=O)(=O)c1ccc(Cl)cc1 (configuration not stated) | 6.6µM* | ? | 1% | 0 | -7 | 3% | ?
CC(C)(C)N(Cc1ccccc1)C(=O)COC(=O)[C@@H]1CCCN1C(=O)c1cccs1 | 0% | ? | -1% | · | · | · | -5%
Cc1ccc(CN2C3CCCC2CC(NC(=O)c2ccc(F)cc2)C3)cc1 (configuration not stated) | 10µM* | 25% | -2% | 2 | -11 | -1% | -9%
FC(F)(F)c1nnc2ccc(N3CCN(c4ccccc4)CC3)nn12 | · | ? | -5% | -6 | -9 | 2% | 14%
CCNC(=O)c1ccc(C2SCC(=O)N2CCc2ccccc2)cc1 (configuration not stated) | -21% | -4% | 0% | -1 | -1 | 3% | 8%
CCOc1ccc(C(=O)Nn2cnnc2)cc1OCC | 18% | 23% | -1% | 1 | -18 | 5% | 12%
Cc1nc(Oc2ccc(Cl)cc2)c2oc3ccccc3c2n1 | 9% | 94%[activator] | 1% | -2 | -4 | 4% | -11%
CCn1ccnc1CN(C)Cc1cn(-c2cccc(C)c2)nc1-c1cccc(F)c1 | ? | ? | -1% | 2 | 14 | -6% | 3.5µM*
O=[N+]([O-])c1ccc(N=NNc2ccccc2)cc1 | 217%[activator] | 31%[activator] | -17% | 64* | 185* | 1% | -2%
Oc1c(C(c2ccco2)N2CCOCC2)sc2ncnn12 (configuration not stated) | · | 19% | -17% | 5 | 7 | -1% | 0%
Cc1onc(-c2ccccc2)c1C(=O)Nc1nncs1 | 5% | 9% | -10% | -6 | -6 | 4% | 27%
Cn1cccc1/C=N/NC(N)=S | 9% | ? | -5% | -2 | -10 | -3% | 1%
C=CCn1c(SCC(=O)c2ccc(O)c(O)c2)nnc1-c1ccc(OC)cc1 | 2.6µM* | ? | -9% | · | · | · | ?
O=C(Nc1ccc(S(=O)(=O)NCc2ccccc2)cc1)Nc1ccc2c(c1)OCO2 | 54%[activator] | -20% | -1% | 28* | 81* | -2% | -17%
CC1(C)Cc2nc3sc4c(N(CCO)CCO)ncnc4c3cc2CO1 | 6% | -9% | -6% | 21* | 29 | 1% | 9%

# A run of entries taken from the entries so far, as a working copy:
structure | Pf growth 48h | Pf growth 96h | Tb PYK inh | CHX counter | Shiga inhibitor | LmPK inhibitor | HCV inh
O=C(O)c1ccc(-n2nnnc2SCc2ccccc2Br)cc1 | 33%[activator] | 21% | 4% | -2 | 18 | -2% | 20%
CCOc1ccc(C(=O)NC2CCN(C(=S)NCc3ccco3)CC2)cc1 | 1% | 7% | 7% | -1 | -7 | 2% | ?

# Further records
structure | Pf growth 48h | Pf growth 96h | Tb PYK inh | CHX counter | Shiga inhibitor | LmPK inhibitor | HCV inh
COc1ccc(N2CCN(C(=O)C3=NNC(=O)CC3)CC2)cc1 | -8% | 8% | -12% | -4 | 27 | 0% | 1%
COc1ccc(OCC(=O)N/N=C(\C)CC(=O)Nc2cccc([N+](=O)[O-])c2)cc1 | -12% | 6% | 2% | -2 | -2 | -6% | -4%
Cc1ccc(N(CC(=O)NCCSCc2ccco2)S(=O)(=O)c2ccc(F)cc2)cc1 | -37% | ? | -8% | 1 | -12 | 2% | -13%
COc1ccc(NC(=O)COC(=O)c2ccc(F)cc2F)cc1 | 9% | 27% | 0% | 23 | 15 | 4% | 17%
CCCn1c(=O)[nH]c(=O)c2c1nc(-c1ccc(OC)c(Br)c1)n2CCOC | 0% | ? | 1% | -4 | -6 | 13% | 8%
CC(C)c1ccc(NC(=O)COc2ccc(S(=O)(=O)N3CCOCC3)cc2)cc1 | ? | · | -2% | -3 | -6 | 3% | 14%
CC(C)(C)c1cc(=O)n2c(C#N)c(C#N)nc2[nH]1 | -3% | -6% | -2% | -8 | -12 | 0% | 6%
CCOC(=O)N1CCN(C(=O)c2ccc(Cn3c(=S)[nH]c4cc(OCC)c(OCC)cc4c3=O)cc2)CC1 | ? | 35%[activator] | -28% | -4 | -4 | 2% | ?
Cc1ccc(C(=O)NC2CC3CCCC(C2)N3C(=S)NCc2ccco2)cc1 (configuration not stated) | 10µM* | 33%[activator] | -11% | 1 | -8 | 5% | -8%
COc1ccc(N(CC(=O)NCCC2=CCCCC2)S(=O)(=O)c2ccccc2)cc1OC | ? | 31%[activator] | -2% | -5 | -12 | -1% | -18%
O=C1CC(Nc2ccc3ccccc3c2)C(=O)N1Cc1ccccc1 (configuration not stated) | -21% | · | -2% | -1 | -13 | 9% | -16%
CCC(Oc1ccccc1)C(=O)Nc1nnc(C)s1 (configuration not stated) | -4% | 10% | 0% | 9 | -11 | 1% | 7%
CCOC(=O)C(NC(C)=O)C(OC(C)=O)c1cccc(N(CCO)CCO)c1 (configuration not stated) | 28% | · | -1% | -3 | -5 | -6% | 13%
COc1ccc(S(=O)(=O)NCCc2ccccc2)cc1 | · | -7% | -1% | 12 | 16 | 8% | -4%
Cc1ccc(C=C2C(=O)c3ccccc3C2=O)s1 | · | 12µM* | -28% | 56* | 45* | 13µM* | 10%
COc1ccc(C(=O)NCC(=O)N2CCC(Cc3ccccc3)CC2)cc1OC | ? | -4% | -4% | · | · | · | 13%
CN1CCN(C(=S)c2ccc(N(C)C)cc2)CC1 | 33%[activator] | · | ? | 6 | -1 | -8% | -6%
CN(C)C1=NCCN1CCCC1CCCCC1 | ? | 5% | -5% | · | · | · | ?
Nc1nc(N)c2ncc(C(=O)CCc3ccccc3)nc2n1 | 0% | -4% | -18% | -3 | -11 | -3% | -14%
Cc1cc(C)c2nc(N3C(=O)C(O)=C(C(=O)c4ccco4)C3c3ccco3)sc2c1 (configuration not stated) | 4% | 50%[activator] | -10% | 2 | 26 | 5% | 3%
CC(C)OC(=O)CSc1nnc(-c2cnccn2)n1C | 4% | 10µM* | -7% | 4 | 11 | -2% | 14%
COc1ccccc1N1CCN(C(CNS(C)(=O)=O)c2cccnc2)CC1 (configuration not stated) | 31%[activator] | 64% | 5% | 9 | 12 | 1%[11.5 µM] | 19%

# Molecules listed so far that have an aryl methoxy group, in the order listed:
structure | Pf growth 48h | Pf growth 96h | Tb PYK inh | CHX counter | Shiga inhibitor | LmPK inhibitor | HCV inh
COc1ccc(-c2csc(NC(=O)CCNC(=O)c3ccco3)n2)cc1OC | 12µM* | ? | 0% | · | · | · | ?
C=CCn1c(SCC(=O)c2ccc(O)c(O)c2)nnc1-c1ccc(OC)cc1 | 2.6µM* | ? | -9% | · | · | · | ?
COc1ccc(N2CCN(C(=O)C3=NNC(=O)CC3)CC2)cc1 | -8% | 8% | -12% | -4 | 27 | 0% | 1%
COc1ccc(OCC(=O)N/N=C(\C)CC(=O)Nc2cccc([N+](=O)[O-])c2)cc1 | -12% | 6% | 2% | -2 | -2 | -6% | -4%
COc1ccc(NC(=O)COC(=O)c2ccc(F)cc2F)cc1 | 9% | 27% | 0% | 23 | 15 | 4% | 17%
CCCn1c(=O)[nH]c(=O)c2c1nc(-c1ccc(OC)c(Br)c1)n2CCOC | 0% | ? | 1% | -4 | -6 | 13% | 8%
COc1ccc(N(CC(=O)NCCC2=CCCCC2)S(=O)(=O)c2ccccc2)cc1OC | ? | 31%[activator] | -2% | -5 | -12 | -1% | -18%
COc1ccc(S(=O)(=O)NCCc2ccccc2)cc1 | · | -7% | -1% | 12 | 16 | 8% | -4%
COc1ccc(C(=O)NCC(=O)N2CCC(Cc3ccccc3)CC2)cc1OC | ? | -4% | -4% | · | · | · | 13%
COc1ccccc1N1CCN(C(CNS(C)(=O)=O)c2cccnc2)CC1 (configuration not stated) | 31%[activator] | 64% | 5% | 9 | 12 | 1%[11.5 µM] | 19%

# Assay outcomes: PubChem, National Center for Advancing Translational Sciences (NCATS)

# An unsorted share of the library; any-hit rate near 24%.
